Bioassay records from PubChem.
EPAC2 agonist: agonists of human EPAC2 (RAPGEF4); Q8WZA2; EPAC2 activation, biochemical qHTS; response scale: 100% = 6.5 mM cAMP response; AID 720711; 360,000 compounds, 0.079% hits; Potency, µM (titrated, usually from 154 µM), for the others: at the top dose activation, actives largely listed as activators; further: potency means the concentration at half of the fitted maximal effect; nearly all actives have a fitted effect of over 50% in size
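Nucleotide exchange monitored as fluorescence drop when BODIPY-GDP leaves Rap1B. Reaction: 100 nM EPAC2, 250 nM RAP1B-BODIPY-GDP, 50 uM GDP, room temperature, kinetic read over 30 min. Activity expressed relative to 6.5 mM cAMP.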
Akt phos inh: Akt phosphorylation inhibition | Neuro2A IGF-stimulated pAkt S473 HTRF, 20 min; stronger effect = lower value | activity change, % for hits at 50 µM | 360,000 compounds, 0.32% hits; in the data active means activity change below about -80%; inconclusive means mostly about -51% to -80%; further: on the % scale 0 is the no-effect control and ±100 the full control effect
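Neuro2A cells in DMEM with 0.5% FBS, overnight at 37 deg C, given compound at single 50 µM final, then IGF (6 nM final) for 20 min at 37 deg C. Lysed; phospho-Akt Ser473 by HTRF after 24 h, 665/615 ratio.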
DRD3 agonist: D3 dopamine receptor (human) agonism | D3R DiscoveRx beta-arrestin cells, luminescence, 90 min | AID 652048 | max activation, % | 410,000 compounds, 0.58% hits; in the data active means max activation above about 30%; further: 0% is about no effect; mostly tested at two doses, the higher about 12 µM
Target sequence (P35462 whole entry, looked up): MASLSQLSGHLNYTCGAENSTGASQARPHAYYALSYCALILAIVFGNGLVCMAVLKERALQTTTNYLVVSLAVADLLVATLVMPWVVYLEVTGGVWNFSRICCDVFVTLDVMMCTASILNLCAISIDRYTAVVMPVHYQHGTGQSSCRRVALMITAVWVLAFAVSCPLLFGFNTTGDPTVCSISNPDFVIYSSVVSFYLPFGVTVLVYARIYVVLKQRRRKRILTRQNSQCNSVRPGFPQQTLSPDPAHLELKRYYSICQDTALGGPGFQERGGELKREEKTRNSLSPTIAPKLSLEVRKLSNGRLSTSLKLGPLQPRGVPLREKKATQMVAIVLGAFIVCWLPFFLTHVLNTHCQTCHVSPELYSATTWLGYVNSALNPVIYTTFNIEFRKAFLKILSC
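Agonist-mode cell screen: cells plated at 1500/well and incubated overnight at 37 °C, then exposed to library compounds for 90 min at 37 °C. Detection reagent was added for 30–60 min at room temperature, and luminescence was read.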
CCT modulator: changes cytosolic chaperonin activity. purified chaperonin ATPase assay, HTRF ADP detection, 30 min. activity change, % (no concentration beside the values), hits read low. 360,000 compounds, 0.3% hits. AID 651819; in the data active means activity change below about -30%; further: on the % scale 0 is the no-effect control and ±100 the full control effect
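First, chaperonin was dispensed at 40 nM or 20 nM final depending on batch activity. Next, compounds were pinned at 76 uM and ATP added at 10 uM. After 30 min at 37 °C, ADP detection reagents ran 30 min at ambient temperature.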
PTHR1 agonist: PTHR1 (human) receptor agonism | HEK293 GP2 PTHR1 cells, GloSensor cAMP luminescence, 1 h | Potency, µM (highest dose often 115 µM), for the others: top-dose activation, hits mostly activators | Q03431 | 410,000 compounds, 0.075% hits | AID 743266; further: potency means the concentration at half of the fitted maximal effect; nearly all actives have a fitted effect of over 55% in size; some results filed as inactive show a strong effect at the top dose; inactives centre near -15; many of its hits are not listed in these tables
Target sequence (Q03431 whole entry, looked up): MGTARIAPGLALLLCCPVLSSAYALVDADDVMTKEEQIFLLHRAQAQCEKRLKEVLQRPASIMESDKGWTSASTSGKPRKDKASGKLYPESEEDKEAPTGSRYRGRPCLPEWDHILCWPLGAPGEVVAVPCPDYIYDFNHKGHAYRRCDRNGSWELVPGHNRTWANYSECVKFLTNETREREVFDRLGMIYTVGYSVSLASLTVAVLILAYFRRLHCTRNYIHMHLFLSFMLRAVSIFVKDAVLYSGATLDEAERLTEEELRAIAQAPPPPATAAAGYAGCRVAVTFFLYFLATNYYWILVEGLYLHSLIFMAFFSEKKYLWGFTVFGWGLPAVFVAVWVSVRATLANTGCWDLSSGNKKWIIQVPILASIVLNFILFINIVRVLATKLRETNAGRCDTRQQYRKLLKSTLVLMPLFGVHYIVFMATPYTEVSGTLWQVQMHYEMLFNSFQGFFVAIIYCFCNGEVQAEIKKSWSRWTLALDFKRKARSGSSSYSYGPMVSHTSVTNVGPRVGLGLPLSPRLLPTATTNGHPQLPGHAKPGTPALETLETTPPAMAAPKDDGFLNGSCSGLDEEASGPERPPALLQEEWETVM
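HEK-293-derived GP2 cells expressing PTHR1 and a GloSensor cAMP reporter, 3,000/well, plated overnight, given luciferin plus IBMX (each 0.5 mM as added) for 1 h at 37 °C, then compound for 1 h at 37 °C. Luminescence was read after 15 min at room temperature.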
D3 antag: D3 dopamine receptor (human) antagonism. AID 652054. D3R cells, DiscoveRx beta-arrestin luminescence, antagonist mode; stronger effect = lower value. 360,000 compounds, 2.5% hits. max response, negative = inhibition, %; in the data active means max response below about -50%; inconclusive means no clear call, values can overlap the other calls; further: on the % scale 0 is the no-effect control and ±100 the full control effect; mostly tested at two doses, the higher about 12 µM
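Cells expressing the human receptor were seeded at 1500 cells/well, incubated overnight at 37 degrees C in 5% CO2, then exposed to library compounds with dopamine controls for 90 minutes at 37 degrees C before luminescent detection.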
Mm-Cpn inhibitor: M. maripaludis TRiC chaperonin inhibition | purified Mm-Cpn ATPase, ADP Transcreener TR-FRET | Potency, µM (highest dose often 76.9 µM), for inactives: top-dose activity, negative = inhibition, hits mostly inhibitors | 330,000 compounds, 0.031% hits | AID 504842; further: potency means the concentration at half of the fitted maximal effect; on the % scale 0 is the no-effect control and ±100 the full control effect; nearly all actives have a fitted effect of over 80% in size
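Measured: ADP formation by purified Mm-CPN. Conditions: 25 nM protein, 10 uM ATP, Tris pH 7.4 with Mg2+, K+ and DTT, 37°C for 30 min. Detection: Transcreener HTRF after 30 min at room temperature.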
EPAC2 antagonist: antagonists of human EPAC2. EPAC2 GEF exchange of Rap1B-BODIPY-GDP, fluorescence. Potency, µM (highest dose often 114 µM), for inactives: at the highest dose activity, negative = inhibition, actives largely listed as inhibitors. 360,000 compounds, 0.18% hits. Q8WZA2. AID 720708; further: potency means the concentration at half of the fitted maximal effect; on the % scale 0 is the no-effect control and ±100 the full control effect; nearly all actives have a fitted effect of over 45% in size; many of its hits are not listed in these tables
* hit, by the source's call; i = inactive; ? = inconclusive; . = not tested or not shown; & = joins results of further samples; [ ] = remark or other dose. Unless noted, the call rests on the fitted dose curve; in most records, active means well fitted curve in the direction sought with a large enough effect; inconclusive means small, poorly fitted or top-dose-only effect, or another doubt; inactive means no such curve, though single readings can be large; an effect the other way counts as inactive or inconclusive.

Second line of a record: EPAC2 agonist, Akt phos inh, DRD3 agonist, CCT modulator, PTHR1 agonist, D3 antag, Mm-Cpn inhibitor, EPAC2 antagonist
- CCOC(=O)C(C)Sc1nc2c([nH]c3ccccc32)c(=O)n1C (stereo not drawn)
    -4%, i, 0, 0.9, -23%, -10, 3%, 6%
- CC(C)(C)c1csc(NC(=O)CCc2ccccc2)n1
    20%, i, -9, -0.5, -18%, -22, 1%, -9%
- N#Cc1ccc(S(=O)(=O)NC[C@H]2O[C@@H](n3cnc4c(N)ncnc43)[C@H](O)[C@@H]2O)cc1
    3%, i, 4, -0.1, i, 25, 0%, 3%
- Cc1ccc(NC(=O)N2CCC(O)(c3ccc(Cl)cc3)CC2)cc1
    -1%, i, -7, -2.1, -4%[57.5 µM], -5, -2%, 16%
- CC(C)(C)OC(=O)C[C@@H]1C/C=C\C[C@@H](CC(=O)NCCO)C(=O)N[C@H](C(C)(C)C)COC1=O
    -7%, i, 10, -2.1, -10%, -26, 2%, 2%
- COc1ccc2c(/C=N/NS(=O)(=O)c3ccc(C)cc3)c[nH]c2c1
    6%, i, -1, -0.1, -1%, 2, 0%, -18%
- CN1C(=O)c2ccccc2CC12c1ccccc1C(=O)N2C (stereo not drawn)
    0%, i, -4, -0.2, i, 15, ., 4%
- O=C(CN1C(=O)c2ccccc2C1=O)NCC(=O)OCC(=O)c1cccc([N+](=O)[O-])c1
    4%, i, -3, -0.5, i, -7, -1%, -4%
- CCN(CC)c1nc(Oc2ccc(=O)[nH]n2)nc(N2CCOCC2)n1
    -7%, i, -3, 0.0, i, 8, 3%, 3%
- CCOC(=O)C1CCN(S(=O)(=O)c2ccc3c(c2)N(C)C(=O)CC(=O)N3C)CC1
    1%, i, 4&7, 0.4, i, 0, -1%, -1%
- O=S(=O)(c1cccc(S(=O)(=O)N2CCC(Cc3ccccc3)CC2)c1)N1CCOCC1
    7%, i, -8, -6.1, i, ?, 1%, 0%
- Cc1cc(=O)[nH]c(SCC(=O)Nc2ccnc3ccccc23)n1
    0%, i, 5, 1.2, i, 16, 1%, 1%
- Cc1cc(C)c2c(N)c(C(=O)Nc3c(C)n(C)n(-c4ccccc4)c3=O)sc2n1
    3%, i, -16, -0.5, i, 28, -3%, -7%
- O=C(NCc1ccco1)c1cc2ccccc2c(=O)o1
    -11%, i, -2, -2.5, -17%[57.5 µM], -12, 1%, -1%
- Cc1ccc(S(=O)(=O)N(C)C[C@@H]2OCc3cnnn3CCCC(=O)N([C@H](C)CO)C[C@H]2C)cc1
    3%, i, -8, -0.3, 7%, -7, ., 5%
- c1cc(-c2ccncc2)ccn1
    0%, i, -4, -2.4, i, 5, -2%[15.4 µM], -3%
- O=C(C[C@H]1C/C=C\C[C@H](Cc2ccc(F)cc2)C(=O)O[C@@H](c2ccccc2)CNC1=O)N[C@@H](CO)Cc1ccccc1
    -2%, i, 4, -2.5, i, 4, 2%, 9%
- O=C(CSc1nc(-c2ccccc2)c(-c2ccccc2)[nH]1)NCC1CCCO1 (stereo not drawn)
    2%, i, -4, -0.4, i, 4, 1%, 1%
- O=C(Cc1cccs1)Nc1nnc(SCc2ccc(C(F)(F)F)cc2)s1
    -2%, i, 5, -1.7, i, -12, -4%, 2%
- Cc1cc(=O)[nH]c(SCC(=O)Nc2cccc(C(F)(F)F)c2)n1
    -11%, i, -2, -3.9, -3%[57.5 µM], -22, 4%, 6%
- Cc1cc(Cl)c(S(=O)(=O)Nc2cccc(O)c2)cc1OCC(N)=O
    -1%, i, 1, 0.3, -23%, 8, 3%, 5%
- CCOc1ccc(C(=O)OCC(=O)NCc2ccco2)cc1OCC
    ?, i, 0, 0.4, -18%[57.5 µM], 0, -6%, ?
- CCN(c1ccccc1)S(=O)(=O)c1ccc(C(=O)OC(C)C(=O)NCCC2=CCCCC2)cc1 (stereo not drawn)
    8%, i, -43, -0.9, -5%, ?, 1%, 6%
- COc1cccc(C(=O)N2CCN(Cc3cn[nH]c3-c3ccc(F)cc3F)CC2)c1
    -2%, i, -3, -0.1, -7%, -13, 0%, 1%
- COC(=O)[C@H](C)[C@@H]1C[C@@]1(C)[C@@H](NC(=O)OCc1ccccc1)c1ccccc1
    11%, i, -15, -1.0, -28%, -6, -2%, -26%
- c1cn2cc(-c3ccc(CN4CCOCC4)cc3)ccc2n1
    9%, i, 5, 0.2, -19%, 9, ., 10%
- COc1c(Cl)cc(-c2noc(C)c2C(=O)NCCc2ccc(C)cc2)cc1Cl
    4%, i, 1, 2.1, 0%, 16, 2%, -17%
- Cc1noc(C)c1NC(=O)N1CCN(Cc2ccccc2)CC1
    5%, i, 14, 1.9, -44%[inhibitor], -6, 2%, 9%
- COC(=O)c1ccccc1NC(=O)c1cc[n+]([O-])cc1
    9%, ., 5, -0.1, -16%, 7, -3%, -5%
- COc1ccc(CNS(=O)(=O)c2cc(CN3C(=O)c4cccnc4C3=O)ccc2OC)cc1
    13%, i, 2, -4.1, -10%, -3, -27%, -2%
- O=c1[nH]c2ccccc2n1CCC1CCCCC1
    4%, i, 0, -1.7, i, 16, 0%, -7%
- CC(=O)c1cccc(NC(=O)CSc2ncc(C(=O)Nc3ccccc3)c(=O)n2C)c1
    1%, i, -4, -1.8, -16%, -27, 2%, 1%
- CCN1CCN(C(C(=O)NC2CCCCC2)c2ccc(Cl)cc2)CC1 (stereo not drawn)
    6%, i, -9, 1.4, i, -60*, -1%, 1%
- O=C(COc1cccc(Cl)c1)Nc1nc(-c2ccc(S(=O)(=O)N3CCOCC3)cc2)cs1
    -3%, i, 4, -3.2, -13%, 7, 40µM*, 3%
- CN(CCOc1ccccc1)C(=S)Nc1ccc(OC(F)F)cc1
    0%, i, -5, 0.9, -14%, 11, -1%, -10%
- Cc1cc(OCC(=O)Nc2cc(S(=O)(=O)N3CCOCC3)ccc2N2CCCC2)ccc1C(C)C
    -1%, i, 1, 0.5, -2%, 8, -3%, -5%
- O=C(COC(=O)c1cccc([N+](=O)[O-])c1)NNC(=O)c1cccs1
    -1%, i, 0, -0.1, i, 6, 0%, 1%
- COC(=O)c1ccccc1NC(=O)Cn1c(=O)n(Cc2ccccc2)c(=O)c2c(C)c(C)sc21
    -2%, i, -15, 1.5, -60%[inhibitor], 13, 2%, 10%
- CCN1C(=O)/C(=C2/Sc3ccccc3N2CC)SC1=S
    2%, i, 5, -1.5, -11%, 23, 1%, 24%
- Cc1ccc(C(=O)NCC(=O)N2CCN(c3ccccc3)CC2)cc1
    3%, i, 5, -2.9, i, -2, -9%, -6%
- C[C@H]1CN([C@@H](C)CO)S(=O)(=O)c2ccc(-c3cncnc3)cc2O[C@H]1CN(C)C(=O)NC1CCCC1
    4%, i, 2, 0.5, -7%, 3, ., 0%
- Clc1ccc(SCc2cn3cccnc3n2)cc1
    8%, i, 7, -22, i, 9, ?, 9%
- O=C(Nc1cccnc1)c1ccc(COc2cc(Cl)ccc2Cl)o1
    -85%[15.6 µM], ., -11, -1.4, -27%[57.5 µM], ?, 0%, 6%
- CC(C)CNS(=O)(=O)c1ccc(S(=O)(=O)N2CCC(N3CCCCC3)CC2)cc1
    -2%, i, 2, -5.1, -8%, -3, -1%, 4%
- CCOc1ccccc1NC(=O)Nc1cccc(S(N)(=O)=O)c1
    10%, i, 24, -1.1, -26%, 13, 0%, 5%

Reprinted from the part before: 2 entries, followed by the next part.
Second line of a record: EPAC2 agonist, Akt phos inh, DRD3 agonist, CCT modulator, PTHR1 agonist, D3 antag, Mm-Cpn inhibitor, EPAC2 antagonist
- CC(C)CNS(=O)(=O)c1ccc(S(=O)(=O)N2CCC(N3CCCCC3)CC2)cc1
    -2%, i, 2, -5.1, -8%, -3, -1%, 4%
- CCOc1ccccc1NC(=O)Nc1cccc(S(N)(=O)=O)c1
    10%, i, 24, -1.1, -26%, 13, 0%, 5%
- Cc1c(C(=O)C(=O)N2c3ccc(F)cc3CCC2C)c2ccccc2n1C (stereo not drawn)
    7%, i, -10, -2.5, 0%, ?, 1%, -1%
- COc1ccc(NC(=O)/C(C#N)=C\c2cc(OC)c(OCc3ccc(C(=O)O)cc3)cc2Br)cc1
    8%, i, 2, -2.0, -35%[inhibitor], -6, 1%, 13%
- O=C(NC1CCCC1)C(C1CC1)n1c(-c2cc3ccccc3[nH]2)nc2ccccc21 (stereo not drawn)
    18%, i, -14, ., -21%, ?, ., -1%
- CC(C)CN(C(=O)COC(=O)c1cnccn1)c1c(N)n(Cc2ccccc2)c(=O)[nH]c1=O
    7%, i, 1, 3.6, i, 13, -1%, 8%
- CCOc1cc(CNCCO)cc(Br)c1OCc1ccccc1
    -7%, i, 10, 4.7, -1%, -9, -7%, 4%
- CCOC(=O)CN1C(=O)S/C(=C/c2ccc(C)o2)C1=O
    -3%, i, 1, -1.8, -16%, 7, 1%, -12%
- CCc1ccc(OCC(=O)NN2Cc3ccccc3C2=N)cc1
    10%, i, -8, -2.2, ?, -24, -3%, 0%
- CC(=O)Nc1ccc(NC(=O)C2CC(=O)N(c3ccccc3Cl)C2)cc1 (stereo not drawn)
    6%, i, 4, 0.6, i, 43, -1%, 8%
- COc1ccc(CCNC(=O)CSc2nccc(=O)[nH]2)cc1OC
    9%, i, 1, -4.5, -14%, 1, 4%, 3%
- O=C1NC(c2ccccc2)=N/C1=C/c1ccco1
    0%, i, -2, 0.2, -4%, 6, 0%, 0%
- CCOC(=O)CN(C(=O)Cn1nnc2ccccc21)C(C(=O)NCCOC)c1ccccc1C (stereo not drawn)
    2%, i, -2, -3.2, -6%[57.5 µM], 1, -1%, -7%
- O=c1cc(-c2ccccc2Cl)c2c([nH]1)CCC2
    9%, i, -3, -5.5, -4%, -12, 1%, -13%

An excerpt; rates above refer to the full screens.
